H37Rv inhibition: M. tuberculosis growth inhibition, HTS (AID 449762) | M. tuberculosis H37Rv growth inhibition, 7H9 media; higher % means a stronger effect | inhibition, % at 25 µM; hits with a dose series show IC50 in µM | 330,000 tested, 0.59% active; in the data active = a potency from the dose series; inconclusive = inhibition above about 70% without an active follow-up result;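 also: bacterial growth assessed after seven days of incubation; strong numbers were not always called active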
M. tuberculosis: growth inhibition of non-replicating M. tuberculosis (AID 488890); Mycobacterium tuberculosis non-replicating, growth inhibition; higher % means a stronger effect; one-dose inhibition, % at 25 µM; IC50 in µM for titrated hits; 320,000 tested, 0.39% active; in the data active = a potency from the dose series; inconclusive = inhibition mostly from about 82% at the one dose, without a potency; inactive = the rest, 99 in 100 with inhibition below about 76%;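 also: plate controls were DMSO cells for no effect and high antibiotic wells for full effect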
PhoP GFP inhibition: Inhibition of PhoP regulon, Salmonella typhi GFP reporter cells, confirmation, 4 h (AID 1850); Salmonella Typhi PhoP-promoter GFP reporter, fluorescence, 4 h; higher % means a stronger effect; one-dose inhibition, % at 50 µM; IC50 in µM for titrated hits; 310,000 tested, 0.33% active; in the data active = a potency from the dose series; inconclusive = inhibition mostly from about 25% at the one dose, without a potency; inactive = the rest, 99 in 100 with inhibition below about 19%;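 also: 0% = induced wells with vehicle and 100% = uninduced wells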
influenza NS1A: H1N1 influenza NS1A inhibitors, functional cell based assay (AID 504329). NS1A functional cell-based assay, percent inhibition; higher % means a stronger effect. inhibition, % at 12.5 µM; hits with a dose series show IC50 in µM. 340,000 tested, 0.3% active; in the data active = a potency from the dose series; inconclusive = inhibition above about 27% without an active follow-up result; also: strong numbers were not always called active
inhibitors of VEEV: inhibitors of VEEV TC-83 cytopathic effect, confirmation, Vero cells (AID 588727) | Vero cells, VEEV TC-83 cytopathic effect inhibition; higher % means a stronger effect | inhibition, % at 20 µM, or IC50 in µM where a hit was titrated | 350,000 tested, 0.13% active; in the data active = a potency from the dose series; inconclusive = inhibition mostly from about 14% at the one dose, without a potency; inactive = the rest, 99 in 100 with inhibition below about 12%; also: strong numbers were not always called active
inhibitors of VEEV 10K pilot screen: further read-out of inhibitors of VEEV, marked with its call; inhibition, %; measured here: 10K pilot screen inhibition
* marks the source's active call; other numbers are inactive results; i = inactive; ? = inconclusive; . = not tested or not shown. Not a hit list, and some 1.4% of all compounds hit somewhere here.

SMILES | H37Rv inhibition | M. tuberculosis | PhoP GFP inhibition | influenza NS1A | inhibitors of VEEV | others
O=C(c1ccc2c(c1)OCO2)N(CC1CCCO1)C1(C(=O)NC2CCCC2)CCCCC1 (stereo not given) | -8% | 21% | -10% | 10% | 6.8%
COc1ccc(-c2cc(=O)c(C(=O)c3ccc(C)cc3)n[nH]2)cc1 | 2% | -8% | 3% | 8% | 2.8%
CC1=NN(C(N)=S)C(=O)C1N=Nc1ccccc1Cl (stereo not given) | 0% | ? | -5% | -12% | 1.5%
CCn1c(SCC(=O)NC(=O)NCc2ccco2)nc2sc(C)c(C)c2c1=O | -11% | -11% | -10% | -3% | 6.4%
Cc1cccc2cc(COC(=O)COc3ccccc3)c(=O)[nH]c12 | 2% | 45% | -8% | 8% | 2.7%
CN(CC(=O)Nc1cccc(Cl)c1)S(=O)(=O)c1ccc2[nH]c(=O)oc2c1 | -2% | 25% | -1% | 5% | 2.4%
CC(Sc1ccccc1)C(=O)NNC(=O)c1ccncc1 (stereo not given) | 8% | 56% | -17% | 3% | i
Cc1cc(C)cc(NC(=O)COc2ccc(C(=S)N3CCOCC3)cc2)c1 | -7% | 5% | 10% | -7% | 4.6%
COc1cc(CN2CCC(C(=O)N3CCC(C)CC3)CC2)cc(Br)c1O | 8% | 11% | -1% | 2% | 0.3%
COc1cc(C(=S)N2CCOCC2)cc(OC)c1OC(=O)c1cc([N+](=O)[O-])cc([N+](=O)[O-])c1 | 10% | 55% | 1% | 12% | 0.2%
O=C(O)c1cccc(-c2ccc(/C=C3/SC(=Nc4ccccc4)N(Cc4cccnc4)C3=O)o2)c1 | 6% | 10% | 5% | -13% | 3.8%
CC(O)c1cccc(-c2ccc(CN3C[C@]4(CO)O[C@@H](CO)C[C@@H]4S3(=O)=O)cc2)c1 (stereo not given in full) | . | . | . | -12% | 0.2%
COc1ccc2c(CC(=O)Nc3ccccc3OC)coc2c1 | 2% | 30% | -10% | -10% | 3.3%
C=CCN(CC=C)C(=S)NC(=O)c1ccc([N+](=O)[O-])cc1 | ? | ? | -4% | -7% | 3.2%
CCN(CC(=O)Nc1ccc(NC(C)=O)cc1)C(=O)Cc1c(Cl)cccc1Cl | 0% | -9% | -12% | -1% | 8.3%
CCOc1cccc(N(C(=O)c2ccco2)C(C(=O)NC2CCCC2)c2cccnc2)c1 (stereo not given) | 3% | 15% | -2% | -2% | 3.8%
Cc1cc(C(=O)CN2C(=O)NC3(CCC(C)CC3)C2=O)c(C)n1C (stereo not given) | 0% | 11% | 3% | 10% | 0.9%
CCOC(=O)CSC1=C(C#N)C(c2ccc(C)s2)CC(=O)N1 (stereo not given) | 9% | 11% | -6% | 0% | i
COc1ccccc1N1CCN(C(=O)C2CCCO2)CC1 (stereo not given) | 4% | -4% | -11% | -4% | 0.2%
COc1cccc(CNC(=O)Cn2cc([N+](=O)[O-])cn2)c1 | -6% | -7% | 3% | 2% | 0.2%
COc1ccccc1-c1c(NC(=O)c2ccco2)n(C)c2ccccc2c1=O | 5% | -17% | 1% | . | .
CC(=O)NC(Cc1cccc(F)c1)C(=O)NC1CCN(c2ncccc2[N+](=O)[O-])CC1 (stereo not given) | 2% | 0% | 7% | 4% | 2.6%
O=C(CCCNS(=O)(=O)c1ccccc1)NCc1ccco1 | -2% | -10% | 1% | 1% | i
COc1cc2c(cc1OC)CN(C(=O)c1ccc(S(=O)(=O)N3CCCCCC3)cc1)CC2 | 12% | 19% | -5% | -3% | 2.1%
Cc1nnsc1NC(=O)OCCCl | -6% | -15% | -7% | 3% | 0.6%
CC(=O)c1cccc(NC(=O)CSc2ccc(-c3ccc4c(c3)OCO4)nn2)c1 | 9% | 12% | 4% | -7% | 0.7%
Cc1ccc(/C=C2\OC(=O)c3ccccc32)cc1 | -2% | -5% | -6% | 19% | 2.1%
Cc1cc(OCCn2cnc3ccccc3c2=O)cc(C(C)C)c1 | 6% | 24% | -2% | 5% | 0.3%
CC(C)[C@H](CN(N=O)[C@@H](Cc1ccccc1)CN(C)N=O)N(CCc1ccccc1)N=O | 0% | 16% | -5% | 1% | i
COC(=O)c1sc2nc(CSc3ccc(Br)cc3)[nH]c(=O)c2c1C | -12% | 23% | 5% | -7% | 2.5%
Cc1ccnc2nc(C(=O)OCCOc3cccc(Br)c3)nn12 | -2% | -10% | 3% | -11% | i
O=C(Cn1c2ccccc2c(=O)c2cc([N+](=O)[O-])ccc21)Nc1ccccc1Cl | 12% | 11% | -6% | -11% | i
CCCCCCc1c(O)nc(SCCN(C)C)[nH]c1=O | 8% | 2% | 9% | -17% | 0.2%
COc1cc(/C=N/NC(=O)c2ccc(CSc3nc4ccccc4[nH]3)cc2)cc(OC)c1OC | 7% | 37% | -7% | 7% | 3.9%
Nc1nnc(-c2ccc(Cl)c([N+](=O)[O-])c2)s1 | 3% | -9% | 7% | -5% | 3.4%
CCOc1ccc(C(=S)NC2CCCCC2)cc1 | -8% | 25% | -1% | -8% | 1.5%

Molecules from the list above containing an aryl thioether with sulfur outside any ring:
SMILES | H37Rv inhibition | M. tuberculosis | PhoP GFP inhibition | influenza NS1A | inhibitors of VEEV | others
CCn1c(SCC(=O)NC(=O)NCc2ccco2)nc2sc(C)c(C)c2c1=O | -11% | -11% | -10% | -3% | 6.4%
CC(Sc1ccccc1)C(=O)NNC(=O)c1ccncc1 (stereo not given) | 8% | 56% | -17% | 3% | i
CC(=O)c1cccc(NC(=O)CSc2ccc(-c3ccc4c(c3)OCO4)nn2)c1 | 9% | 12% | 4% | -7% | 0.7%
COC(=O)c1sc2nc(CSc3ccc(Br)cc3)[nH]c(=O)c2c1C | -12% | 23% | 5% | -7% | 2.5%
CCCCCCc1c(O)nc(SCCN(C)C)[nH]c1=O | 8% | 2% | 9% | -17% | 0.2%
COc1cc(/C=N/NC(=O)c2ccc(CSc3nc4ccccc4[nH]3)cc2)cc(OC)c1OC | 7% | 37% | -7% | 7% | 3.9%

Returning to the listing with the 2 entries that preceded the break.
SMILES | H37Rv inhibition | M. tuberculosis | PhoP GFP inhibition | influenza NS1A | inhibitors of VEEV | others
Nc1nnc(-c2ccc(Cl)c([N+](=O)[O-])c2)s1 | 3% | -9% | 7% | -5% | 3.4%
CCOc1ccc(C(=S)NC2CCCCC2)cc1 | -8% | 25% | -1% | -8% | 1.5%
CC(NCC(O)COCc1ccc(Cl)cc1)c1ccccc1 (stereo not given) | 6% | . | -6% | -2% | i
Cc1ccccc1N(C(=O)c1snc(C(N)=O)c1N)C(C(=O)NCC1CCCO1)c1ccc(N(C)C)cc1 (stereo not given) | 6% | -11% | -4% | 3% | 2.6%
C#Cc1cccc(-n2nnc(C(=O)OC)c2-c2ccccc2)c1 | 8% | -5% | -1% | -4% | 1.7%
Cn1cc(/C=C2\SC(=O)N(c3ccccc3)C2=O)c2ccccc21 | -6% | -15% | -1% | 20% | 11%
CCn1c(=O)cc(O)c2ccccc21 | 14% | 34% | -7% | 2% | 3.7%
COc1cccc(-c2nc(NCc3ccccc3)c3ccccc3n2)c1O | 7% | 34% | -6% | -15% | 2.4%
CCOc1ccc(S(=O)(=O)N2CCC(C(=O)NCc3ccco3)CC2)cc1 | -15% | -1% | -2% | 24% | 4.4%
COc1cccc(/C=C(/C(=O)OCC(=O)NC2CCCC(C)C2C)c2ccccc2)c1 (stereo not given) | 0% | 38% | -5% | -4% | 1.8%
Cc1ccc(N2C(=O)N3[C@H]4c5ccccc5OC[C@@H]4[C@@H](c4ccccc4)[C@@]3(C)C2=O)cc1 | ? | 49% | -32% | 0% | 0.7%
O=C(CS(=O)(=O)c1cn(CC(=O)N2CCOCC2)c2ccccc12)NCc1ccccc1 | -4% | -15% | -5% | -11% | 0.2%
CN(Cc1ccccc1)C(=O)c1ccc(NC(=O)Cc2cccc(NC(=O)C3CCCN(C(=O)C4CCCCC4)C3)c2)cc1 (stereo not given) | -4% | -4% | . | 9% | 8.1%
O=C(NCCCN1CCOCC1)c1onc(CSc2ccccc2)c1C(=O)NCCCN1CCOCC1 | -5% | -13% | 8% | 1% | i
N#C/C(N=Nc1ccccc1O)=N\Nc1ccccc1O | <0.2µM* | 2.7µM* | 36µM* | 11µM* | 8.7% | inhibitors of VEEV 10K pilot screen=4.2
OCCN(Cc1nc(-c2ccc3c(c2)OCO3)no1)Cc1cccs1 | 3% | 1% | 1% | 14% | 1.2%
Fc1ccccc1-c1cc2cc3c(cc2cn1)OCO3 | 52% | 72% | . | 3% | 5.4%
CCOc1ccc(NC(=O)c2ccc(NC(=O)c3ccc(CN4CCOCC4)cc3)cc2)cc1 | 11% | 13% | -7% | 0% | 0.8%
C[C@@H]1O[C@@H](OC2C(O)C(OCCc3ccc(O)c(O)c3)OC(CO)C2OC(=O)/C=C/c2ccc(O)c(O)c2)[C@H](O)[C@H](O)[C@H]1O (stereo not given in full) | 3% | -2% | 18% | . | .
CCCCCCCCCCCCCCCCCCNc1ccn(C2OC(COP(=O)(O)OCC3OC(n4cc(F)c(=O)[nH]c4=O)CC3O)C(O)C2O)c(=O)n1 (stereo not given) | . | . | . | -26% | 4.5%
COc1ccc(CC(=O)Nc2ccncc2Cl)cc1 | 13% | 12% | -10% | -1% | 1.6%
COc1ccccc1C#Cc1ccc2c(=O)c3ccccc3n(C)c2c1 | -6% | -4% | 2% | -1% | 8.5%
CCOC(=O)c1c(C)n(-c2ccccc2)c2ccc(OCCN(C)C)cc12 | 36% | 36% | 0% | 24% | i
CCC(=O)NC(=S)Nc1ccc(N2CCOCC2)cc1 | 7% | 0% | 3% | -5% | 0.4%
CN(C(=O)CSc1nnc(-c2ccncc2)n1C)C1CCS(=O)(=O)C1 (stereo not given) | 6% | -9% | 7% | 6% | 2.9%
NS(=O)(=O)c1ccc(NC(=O)CSc2ccc3ccccc3n2)cc1 | 2% | -1% | -5% | 22% | 0.2%
O=C(O)CCn1c(SCc2cccc3ccccc23)nc2ccccc21 | 4% | 10% | 1% | -8% | 1.6%
COc1ccccc1NC(=O)CN1C(=O)COc2ccc(S(=O)(=O)N3CCOCC3)cc21 | 5% | 11% | 4% | 9% | i
O=C(CNC(=O)c1ccco1)NCC(=O)OCc1cccc(Cl)c1 | 3% | 2% | 1% | -10% | 0.9%
COc1ccc(CNS(=O)(=O)c2ccc(S(=O)(=O)NC3CC3)cc2)cc1 | 1% | -8% | -22% | 9% | i
CCOC(=O)N1CCN(C(=O)CSc2nnc(-c3ccc(C)c(C)c3)o2)CC1 | ? | ? | -1% | -5% | 5.1%
O=C(NCc1cccc(Cl)c1)c1ccc(CS(=O)Cc2ccc(Cl)cc2)o1 (stereo not given) | 2% | 28% | 8% | 0% | 0.4%
COCCN(C(=O)CSc1nnc(-c2ccccc2F)o1)c1c(N)n(CC(C)C)c(=O)[nH]c1=O | -6% | -3% | 1% | -7% | 4.6%
CSCC[C@@H](C(=O)NCCCCCCCCCCC(=O)N1CCNCC1)n1cc(CCO)nn1 | 3% | 0% | -6% | 8% | 0.3%
CCC(c1nnc(SCC(=O)Nc2ccc(N3CCOCC3)cc2)n1Cc1ccccc1)N(C)C (stereo not given) | -5% | -2% | -2% | 0% | 3.6%
CCc1cc(Cn2nc(-c3ccccc3)cc2C(=O)NCC2CC2)on1 | -3% | 7% | -6% | -4% | 0.3%
COc1cccc(Sc2ccccc2/C=N/NC(N)=O)c1 | 15% | -4% | 8% | -10% | 1.5%
Cc1cc(=O)[nH]c(N/N=C/c2ccc([N+](=O)[O-])cc2)n1 | -3% | -12% | -9% | . | .
NP(=O)(Oc1ccccc1)Oc1ccccc1 | . | . | . | 1% | 9.8%
Cc1cccc(NC(=O)COC(=O)c2ccc(S(=O)(=O)N3CCCCCC3)cc2)c1 | . | . | . | -8% | 0.6%
CC(=O)N1CCc2ccc(S(=O)(=O)N3CCc4ccccc43)cc21 | 9% | -1% | 3% | -14% | 1.0%
CCOc1ccccc1C(=O)Nc1ccc(S(=O)(=O)N2CCOCC2)cc1 | 0% | 20% | -2% | -4% | 11%
Cn1c(O)c(/C=N/NC(=O)c2ccncc2)c(=O)n(C)c1=S | ? | 70% | 4% | . | 0.5%
COc1ccc(-c2c(NC(C)=O)n(C)c3ccccc3c2=O)cc1 | 7% | 3% | -1% | -7% | i
COc1ccccc1N1CCN(C(=O)c2ccc(Cl)c(S(=O)(=O)N3CCOCC3)c2)CC1 | -2% | -1% | -2% | 24% | 6.3%
